# MazEF act: activators of E. coli MazEF toxin-antitoxin RNase. activation, % at 20 µM. P0AE70. FAM/BHQ RNA-DNA oligo cleavage fluorescence, 5 h. 350,000 tested, 0.32% active; in the data active = activation above about 50%
# Target sequence (P0AE70 whole entry, looked up): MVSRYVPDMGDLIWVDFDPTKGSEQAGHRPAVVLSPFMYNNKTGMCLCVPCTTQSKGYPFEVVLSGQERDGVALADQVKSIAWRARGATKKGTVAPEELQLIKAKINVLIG
# FBA Mtb inh: inhibitors of M. tuberculosis fructose-bisphosphate aldolase; purified M. tuberculosis FBA, fluorescence read-out; inhibition, % at 1 µM; 360,000 tested, 2.3% active; in the data active = inhibition above about 27%;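 also: 0% = vehicle and 100% = reference inhibitor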
# Target sequence (P9WQA3 whole entry, looked up): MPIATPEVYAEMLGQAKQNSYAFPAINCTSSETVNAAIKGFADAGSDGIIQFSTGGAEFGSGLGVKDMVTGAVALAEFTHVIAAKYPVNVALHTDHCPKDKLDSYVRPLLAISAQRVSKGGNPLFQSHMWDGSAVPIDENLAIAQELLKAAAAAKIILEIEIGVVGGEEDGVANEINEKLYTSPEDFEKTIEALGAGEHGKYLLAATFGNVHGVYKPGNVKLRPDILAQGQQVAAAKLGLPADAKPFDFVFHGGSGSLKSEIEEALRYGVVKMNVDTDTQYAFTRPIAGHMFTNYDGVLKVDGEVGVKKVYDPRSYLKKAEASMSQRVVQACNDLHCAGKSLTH
# Rv3671c protease: inhibits the M. tuberculosis serine protease Rv3671c. AID 2606. inhibition, % at 5.96 µM. 320,000 tested, 0.048% active. P9WHR9; in the data active = inhibition above about 38%;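 also: extracellular domain of Rv3671c used as enzyme; 0% = enzyme with DMSO and 100% = no enzyme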
# BioA inh: inhibitors of Mycobacterium tuberculosis BioA enzyme | 360,000 tested, 0.096% active | inhibition, % at 9.99 µM | purified M. tuberculosis BioA enzyme, plate reader; in the data active = inhibition above about 40%; inconclusive = no clear call, values can overlap the other calls
# GDH-TPI counter: inhibits GDH-TPI coupling enzymes, artifact for Mtb FBA screen. 360,000 tested, 1.2% active. GDH-TPI coupled enzyme counterscreen, NADH absorbance. inhibition, % at 4.8 µM;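 also: 0% = DMSO wells and 100% = wells lacking the enzyme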
# DUSP3 inh: DUSP3 (human) phosphatase inhibition | P51452 | recombinant VHR phosphatase, pNPP absorbance | inhibition, % at 13.3 µM | 290,000 tested, 0.52% active | AID 1654; in the data active = inhibition above about 50%; also: some compounds called inactive have numbers as strong as hits
# Target sequence (P51452 whole entry, looked up): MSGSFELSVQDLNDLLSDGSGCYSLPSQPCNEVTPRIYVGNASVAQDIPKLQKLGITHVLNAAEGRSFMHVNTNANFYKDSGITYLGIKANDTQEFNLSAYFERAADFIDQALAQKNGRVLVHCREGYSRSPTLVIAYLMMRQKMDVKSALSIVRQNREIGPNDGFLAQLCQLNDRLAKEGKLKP
# UGM FP inh: inhibitors of M. tuberculosis UDP-galactopyranose mutase; AID 504406; P9WIQ1; purified UGM, fluorescence polarization probe displacement; inhibition, % at 10 µM; 320,000 tested, 0.06% active; in the data active = inhibition above about 10%, passing the limit was not always enough; inconclusive = no clear call, values can overlap the other calls
# Target sequence (P9WIQ1 whole entry, looked up): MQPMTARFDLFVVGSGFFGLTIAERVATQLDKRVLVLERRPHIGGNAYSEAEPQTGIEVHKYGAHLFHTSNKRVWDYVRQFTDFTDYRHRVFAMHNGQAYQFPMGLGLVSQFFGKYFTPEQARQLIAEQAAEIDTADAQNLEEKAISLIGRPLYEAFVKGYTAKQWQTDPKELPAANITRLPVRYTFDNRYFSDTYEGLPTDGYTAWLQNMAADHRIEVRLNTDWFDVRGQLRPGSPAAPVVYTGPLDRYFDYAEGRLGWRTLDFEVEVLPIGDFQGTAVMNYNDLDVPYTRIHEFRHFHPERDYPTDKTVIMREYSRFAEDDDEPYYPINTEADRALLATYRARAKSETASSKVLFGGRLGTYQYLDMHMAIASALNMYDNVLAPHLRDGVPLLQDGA
# BoNT-F LC inh: inhibitors of Botulinum neurotoxin F light chain protease. Multiplex microsphere protease cleavage assay, flow cytometry. inhibition, % at 10 µM. 360,000 tested, 0.22% active; in the data active = inhibition above about 35%, passing the limit was not always enough; inconclusive = no clear call, values can overlap the other calls; also: plate controls were buffer without enzyme for full effect and enzyme alone for no effect
# FadD28 FP inh: inhibitors of Mycobacterium tuberculosis FadD28 bisubstrate binding | 360,000 tested, 0.22% active | inhibition, % at 12.5 µM | FadD28 bisubstrate probe binding, fluorescence polarization; in the data active = inhibition above about 8.5%, passing the limit was not always enough; inconclusive = no clear call, values can overlap the other calls
# CCHFV vOTU inh: blocks the CCHF virus ovarian tumor domain protease; 370,000 tested, 0.55% active; inhibition, % at 11.5 µM; CCHFV vOTU protease, Pep-AMC fluorescence; AID 651958; also: 0% = vehicle wells with enzyme and 100% = no enzyme wells
# An asterisk follows results filed as active; ? = inconclusive; . = no result given; & = joins results of further samples. Rule as the data show it, unless noted: active = inhibition above about 30%; inactive = the rest.
SMILES,MazEF act,FBA Mtb inh,Rv3671c protease,BioA inh,GDH-TPI counter,DUSP3 inh,UGM FP inh,BoNT-F LC inh,FadD28 FP inh,CCHFV vOTU inh
O=C(CNC(=O)c1ccc(F)cc1)N/N=C/c1cn[nH]c1-c1ccccc1,-2,-3,-1,.,11,-13,1.6,-8,-2.2,-3
CCCCc1cc(=O)oc2cc(OCC(=O)NCCN3CCOCC3)c(Cl)cc12,5,4,9,-0.2,0,-4,2.1,5,-4.5,6
CC(=O)N/C(=C\c1ccccc1)C(=O)NCc1ccc2c(c1)OCO2,2,1,0,-1.6,0,5,-2.0,-3,-2.2,-5
C=CCSc1nc(C)c(CC=C)c(=O)[nH]1,1,1,5,.,8,9,-1.3,2,0.4,-12
O=C(Nc1cccc(S(=O)(=O)N2CCOCC2)c1)c1cc(=O)[nH]c2ccccc12,3,1,4,-0.2,18,.,-0.3,2,0.2,-10
O=C(NC(c1ccccc1)C(Cl)Cl)c1ccccc1 (centres undefined),13,3,-9,.,1,-7,-1.4,-6,-2.4,12
C=CCc1ccc(OCCCOc2ccc(C)cc2OC)c(OC)c1,-1,-4,2,0.8,-5,-36,-1.3,1,-5.4,1
O=C(O)COc1ccccc1/C=C1\SC(=O)N(Cc2ccc(F)cc2)C1=O,-12,3,-11,2.4,19,24,4.3,4,-2.5,7
COc1cc(C(=O)OCc2cccc(S(=O)(=O)N3CCOCC3)c2)ccc1OCC(C)C,4,3,3,-1.1,1,.,0.1,-1,-2.4,5
CCCNC(=O)c1ccccc1NC(=O)c1ccc(CSc2ccccc2)cc1,-4,2,-81,-0.4,-10,-4,-1.6,5,-4.4,7
O=C1CC(=O)Nc2cc(S(=O)(=O)Nc3ccc(Cl)c(C(F)(F)F)c3)ccc2N1,10,-5,-15,-0.3,-4,-31,-2.9,5,-5.4,3
COc1ccc(OC)c(/C=N/Nc2nncn2/N=C/c2cc(OC)ccc2OC)c1,15,7,-8,-1.3,20,-8,0.9,-10,-2.8,32*
O=C(CNC(=O)c1cccc(Br)c1)NCCc1nc2ccccc2[nH]1,3,-2,8,-2.4,9,-2,-2.8,-23,-1.2,0
COc1ccc(S(=O)(=O)N(CC(=O)NC2CC2)c2ccc(C)cc2)cc1OC,-8,4,5,-1.6,3,15,1.3,-8,-3.8,-2
Cc1ccc(-n2c(C)nc3ncnc(-c4ccccc4)c32)cc1,4,9,-3,.,-3,10,2.3,2,0.5,-12
NS(=O)(=O)c1ccc(NC(=O)c2ccc(OCC3CCCO3)cc2)cc1 (centres undefined),-5,1,-1,-0.5,7,.,2.5,-7,-1.6,-7
CN(C)Cc1ccccc1C(O)(c1ccccc1)c1ccccc1,-1,4,-1,-1.8,7,9,0.0,?,0.1,-9
CN(C=O)c1cc([N+](=O)[O-])ccc1OCc1ccccc1,3,2,.,3.0,11,.,.,-1,-1.9,11
CCN(CC)S(=O)(=O)c1ccc(C)c(NC(=O)CN2CCN(C)CC2)c1,3,2,3,-3.2,-14,36,-1.3,0,0.2,8
COc1ccc(C(=O)NNC(=O)Cn2nc(C)cc2C)cc1S(=O)(=O)N1CCOCC1,-17,2,.,-3.5,9,.,.,-4,-0.9,9
Cc1ccn(CCC(=O)N2CCCC(CCC(=O)NCc3ccc(F)c(F)c3)C2)n1 (centres undefined),12,4,8,.,4,8,0.0,-2,-0.1,-9
Cc1ccc(/C=C/C(=O)c2ccc(C)cc2)cc1,-1,3,-2,0.9,5,9,0.8,-2,-2.2,0
CC(C)c1ccc2oc(=O)cc(CN3CCN(c4ccc(F)cc4)CC3)c2c1,2,0,-4,-1.1,7,-12,2.5,-1,-0.7,-4
COc1ccc(OCCSc2ncnc3nc[nH]c23)cc1,4,7,-9,2.3,-6,29,2.8,-10,-4.8,-1
O=C(CCCn1c(SCC(=O)NCC2CCCO2)nc2ccccc2c1=O)NCC1CCCO1 (centres undefined),3,0,-6,-1.1,0,25,1.2,-4,-2.7,-1
SMILES,MazEF act,FBA Mtb inh,Rv3671c protease,BioA inh,GDH-TPI counter,DUSP3 inh,UGM FP inh,BoNT-F LC inh,FadD28 FP inh,CCHFV vOTU inh
Cc1ccc(C(=O)N/N=C\c2ccc([N+](=O)[O-])s2)cn1,1,0,-6,.,14,-8,1.1,-7,1.6,15
CCN(CCNC(=O)C1CCCN(Cc2nc(-c3ccc(OC)cc3)oc2C)C1)c1ccccc1 (centres undefined),-1,1,-6,0.1,-9,4,2.5,-5,-1.5,-1
O=C(NCc1cccs1)c1ccc([N+](=O)[O-])cc1Cl,-2,2,5,.,0,18,-2.6,-4,-0.6,-2
Cc1sc2nc(CN3CCN(S(=O)(=O)c4cccc5nonc45)CC3)[nH]c(=O)c2c1C,2,3,12,0.1,-9,4,-1.9,-21,-0.9,1
Cc1nn(C)cc1S(=O)(=O)N1CCN(c2ccccc2)CC1,2,-2,-13,1.3,-10,-2,-3.2,-4,-5.3,11
CCC1S/C(=N/N=C/c2ccco2)N(c2ccc(F)cc2)C1=O (centres undefined),-2,1,-4,.,7,5,2.1,2,-2.6,-9
Cc1cccc(C)c1NC(=O)Cn1nnnc1N,-3,1,7,-0.3,-8,3,1.3,-1,-1.8,-11
N=c1c(C(=O)NCc2ccc(F)cc2)cc2c(=O)n3ccccc3nc2n1Cc1ccco1,12,38*,9,0.9,7,13,-0.2,0,-8.8,-15
Cc1cccc2c(N=Nc3ccc(S(=O)(=O)Nc4cccc(Cl)c4)cc3[N+](=O)[O-])c(O)[nH]c12,1,-4,25,.,6,11,-1.0,-15,3.4,11
Cc1cccc(OCC(=O)Nc2cccc(C(=O)NCC(C)C)c2)c1,-1,2,-6,.,13,4,-2.0,-10,-0.5,2
Cc1ccc(Cl)cc1NC(=O)CON=C(N)c1ccccc1,-3,6,.,1.9,9,.,.,12,-1.3,0
Cc1ccc(NC(=O)CSc2nnc(Cc3ccccc3)o2)cc1,6,-4,-6,.,-4,0,-3.8,14,2.3,7
CN(CC(=O)NCc1ccc(F)cc1)S(=O)(=O)c1ccc2c(c1)n(C)c(=O)c(=O)n2C,4,4,5,-0.2,5,12,-2.5,4,-4.0,5
O=C(CCC(=O)c1cccs1)NCc1cccnc1,6,-1,-2,-1.3,-6,26,-1.0,-1,-2.7,18
CC(C)[C@H](NC(=O)[C@@H]1CSC2c3ccccc3C(=O)N21)C(=O)NC1CCCCC1 (some centres undefined),6,2,-11,-0.6,-3,-22,0.7,3,-0.9,11
CCc1c(O)nc(SCC(=O)Nc2c(C)cccc2C)n(-c2ccc(F)cc2)c1=O,5,-1,.,-0.4,4,.,.,-8,-0.9,-7
CCOC(=O)C1=C(COC(=O)Cc2ccc(Cl)cc2)NC(=O)NC1C (centres undefined),6,0,2,1.1,-8,.,-2.3,-13,-0.5,1
Cc1ccc(Nc2nnc(SCC(=O)Nc3ncc(C(F)(F)F)cc3Cl)s2)cc1,11,-4,-6,-3.3,17,15,-5.9,-2,-1.0,10
O=C(COC(=O)c1cccc(Oc2ccccc2)c1)NCc1ccco1,-5,5,-3,1.7,3,-8,1.8,.,-1.7,-2
C[C@]1(OC(=O)/C=C/c2ccccc2)C[C@@H](O)[C@]2(O)C=CO[C@@H](O[C@@H]3O[C@H](CO)[C@@H](O)[C@H](O)[C@H]3O)[C@@H]21,7,3,7,-6.9,13,.,0.0,-1,-0.6,0
CC(=O)Nc1cccc(Oc2cc(C#N)c(C#N)cc2N2CCOCC2)c1,-3,-2,-4,1.5,16,-12,-0.5,-20,-1.2,6
Cn1c(SCc2ccccc2F)nnc1-c1cnccn1,1,-1,4,3.6,1,12,2.7,-5,-2.2,3
CCOC(=O)N1CCN(Cc2nc3cc(NC(=O)CC)ccc3n2C)CC1,2,6,2,-1.7,2,2,0.7,-24,-0.8,-14
COc1ccccc1NC(=O)N(C)C[C@H]1Oc2ncc(C#CCN(C)C)cc2C(=O)N([C@H](C)CO)C[C@H]1C,4,-3,.,1.1&-6.9&-5.3,-1,.,.,-3,-4.5,.
CCOc1cccc(C(=O)NC(=S)NCc2cccnc2)c1,-1,-4,-7,.,-2,3,-0.8,2,-2.6,-1

# Pulled by compound from the list above:
SMILES,MazEF act,FBA Mtb inh,Rv3671c protease,BioA inh,GDH-TPI counter,DUSP3 inh,UGM FP inh,BoNT-F LC inh,FadD28 FP inh,CCHFV vOTU inh
Cn1c(SCc2ccccc2F)nnc1-c1cnccn1,1,-1,4,3.6,1,12,2.7,-5,-2.2,3
Cc1ccc(NC(=O)CSc2nnc(Cc3ccccc3)o2)cc1,6,-4,-6,.,-4,0,-3.8,14,2.3,7
CCOC(=O)N1CCN(Cc2nc3cc(NC(=O)CC)ccc3n2C)CC1,2,6,2,-1.7,2,2,0.7,-24,-0.8,-14
CCOc1cccc(C(=O)NC(=S)NCc2cccnc2)c1,-1,-4,-7,.,-2,3,-0.8,2,-2.6,-1
C[C@]1(OC(=O)/C=C/c2ccccc2)C[C@@H](O)[C@]2(O)C=CO[C@@H](O[C@@H]3O[C@H](CO)[C@@H](O)[C@H](O)[C@H]3O)[C@@H]21,7,3,7,-6.9,13,.,0.0,-1,-0.6,0

# Continuation.
SMILES,MazEF act,FBA Mtb inh,Rv3671c protease,BioA inh,GDH-TPI counter,DUSP3 inh,UGM FP inh,BoNT-F LC inh,FadD28 FP inh,CCHFV vOTU inh
CCc1c(C)nc2[nH]nc(-c3ccccc3C)n2c1=O,-1,10,-5,-2.3,0,-13,2.9,0,0.6,12
COc1cc(C(=O)NCC(=O)Nc2c(C)cccc2C)ccc1OCC(=O)N1CCOCC1,5,4,0,0.1,-2,.,-1.9,-6,1.7,-5
CCC12CC3CC(C1)CC(C(=O)O)(C3)C2,9,4,4,-0.3,6,12,-1.0,0,-0.4,-9
NNC(=O)c1ccccc1OCc1ccccc1,7,-3,-7,1.4,3,36,3.7,?,-4.2,6
COc1ccc2nc(C)cc(NCc3ccc(F)cc3)c2c1,-137,9,-11,5.4,2,-8,-1.2,134*,-10,2
Cc1onc(-c2ccccc2Cl)c1C(=O)Nc1cccc(-c2nc3ncccn3c2C)c1,4,175*,1,6.5,26,7,0.6,11,-2.9,-301
CCc1ccc(N2C(=O)CC(NNc3nc4ccccc4s3)C2=O)cc1 (centres undefined),1,0,-7,-0.2,14,38,-2.3,-6,1.2,-1
Cc1cc(C)nc(SCCC(=O)Nc2ccccc2)n1,-1,2,-6,1.2,4,14,-1.2,2,-1.3,-1
COc1ccc2oc(C(=O)NNC(=O)c3ccc(F)cc3)c(C)c2c1,-1,21,-5,-1.6,10,.,-1.9,-5,-1.6,-11
Cc1csc(CN(C)C(=O)CC2C(=O)NCCN2Cc2ccccc2C)n1 (centres undefined),1,0,.,.,-2,.,.,1,0.9,11
COc1ccc(CNc2nc3ccc(C)cc3s2)c(OC)c1OC,6,4,-16,0.4,4,-3,-0.9,-17,1.1,-6
CC/C(=N\NC(=S)Nc1ccccc1)c1c(O)[nH]c(=O)[nH]c1=O,18,-1,-4,-1.8,12,15,-0.5,-6,-2.9,6
CCOC(=O)c1c(C)[nH]c(C)c1C(=O)COC(=O)C1CCCN1S(=O)(=O)c1ccccc1F (centres undefined),-5,0,6,2.2,6,21,-1.8,0,-3.0,9
O=C1CCCN1C(=O)CCC(=O)N1CCCC1=O,6,0,2,-1.0,-3,-1,3.5,28,-1.7,0
O=[N+]([O-])/C=C1/NCCN1Cc1ccc(Cl)nc1,3,-5,11,.,18,18,-1.1,0,1.5,-13
O=C1CS/C(=N\C(=O)N2c3ccccc3Sc3ccccc32)N1,12,-2,-3,-1.0,9,13,-3.4,-3,-0.8,-1
CCN(CC(=O)Nc1c(F)cccc1F)C(=O)CNC(=O)c1ccco1,7,1,2,-0.7,-7,.,-0.2,2,-2.7,-5
COCCn1c(SCC(=O)Nc2ccccc2)nc2c(oc3ccccc32)c1=O,-13,-2,-6,.,-2,22,-4.2,2,-3.4,-7
COc1ccc(N2C[C@H](Cc3ccccc3)[C@@H](CC(=O)Nc3ccccc3)C2=O)cc1,-1,-2,.,-3.0,-2,.,.,-1,-4.9,11
CC(=O)c1cccc(NC(=O)CSc2nc(=O)n(CCN3CCOCC3)c3c2CCCC3)c1,0,3,-8,14,4,.,2.8,5,-1.6,1
